From PubChem
RSV CPE inhibition: inhibition of RSV-induced cytopathic effect – HEp-2 cells, primary 10 µM value included (AID 2391). HEp-2 cells, RSV-induced CPE inhibition; higher % means a stronger effect. CPE inhibition, % at 10 µM, or IC50 in µM where a hit was titrated. 310,000 tested, 0.13% active; in the data active means a potency from the dose series; inconclusive means CPE inhibition mostly from about 23% at the one dose, without a potency; inactive means the rest, 99 in 100 with CPE inhibition below about 21%; further: strong numbers were not always called active
Rac1 GTP hydrolysis: MgcRacGAP GTPase-activating activity inhibitors, confirmation, biochemical, ADP Hunter fluorescence. MgcRacGAP-stimulated Rac1 GTP hydrolysis, ADP Hunter fluorescence; higher % means a stronger effect; GST-tagged Rac1 F28L mutant substrate. inhibition, % at 30 µM; hits with a dose series show IC50 in µM. 340,000 tested, 0.6% active;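 active means first-screen hits whose inhibition reached a set limit at any dose in the follow-up dose series; inconclusive means inhibition above the set first-screen limit but never retested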;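 further: fluorescence reports GDP produced by GAP-driven GTP hydrolysis; strong numbers were not always called active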
PhoP inhibition: inhibitors of PhoP regulon expression, primary screen, Salmonella Typhimurium, GFP reporter (AID 1863); inhibition, % at 50 µM; hits with a dose series show IC50 in µM; 300,000 tested, 0.16% active; S. Typhimurium PhoP-regulated promoter GFP reporter, 4 h; higher % means a stronger effect;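 active means inhibition over 29.93%, a cutoff 3 SD above the screen mean, later confirmed by dose response; inconclusive means inhibition over 29.93% but no dose response follow-up; inactive means inhibition at most 29.93% or unconfirmed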;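 further: 0% = low Mg2+ inducing control and 100% = high Mg2+ repressing control; strong numbers were not always called active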
NS5 inhibitors: Dengue-2 NS5 methyltransferase inhibitors, primary screen, biochemical, confirmation dose response (AID 588689) | one-dose inhibition, % at 25 µM; IC50 in µM for titrated hits | Dengue-2 NS5 methyltransferase capping enzyme assay, biochemical; higher % means a stronger effect | 340,000 tested, 0.3% active; in the data active means a potency from the dose series; inconclusive means inhibition above about 29% without an active follow-up result
NTR1 ag: agonists of NTR1, primary screen, imaging, U2OS cells, beta-arrestin-GFP, high content (AID 493036). P30989. NTR1-U2OS beta-arrestin-GFP spot imaging, agonist mode. activation, % at 20 µM. 330,000 tested, 0.17% active;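 active means activation at or above 40% of the spot to cytoplasm intensity ratio, with at least 20 cells analyzed; inconclusive means wells under 20 cells, flagged as cytotoxic or low count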;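 further: 0% = DMSO without peptide and 100% = 100 nM NTR1 peptide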
Target sequence (P30989 whole entry, looked up): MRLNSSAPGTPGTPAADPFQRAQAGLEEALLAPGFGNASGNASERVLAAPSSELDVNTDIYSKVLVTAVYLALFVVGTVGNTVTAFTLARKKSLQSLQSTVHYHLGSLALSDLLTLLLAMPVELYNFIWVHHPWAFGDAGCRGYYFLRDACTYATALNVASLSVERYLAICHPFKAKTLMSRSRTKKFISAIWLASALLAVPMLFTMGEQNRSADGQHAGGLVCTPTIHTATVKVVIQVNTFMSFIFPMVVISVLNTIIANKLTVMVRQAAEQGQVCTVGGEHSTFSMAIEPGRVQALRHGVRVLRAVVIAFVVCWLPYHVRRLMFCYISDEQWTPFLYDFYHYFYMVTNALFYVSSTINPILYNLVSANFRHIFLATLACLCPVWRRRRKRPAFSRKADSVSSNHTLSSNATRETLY
K1F lysis inhibition: protection from phage-mediated lysis, alamar blue read-out – E. coli UTI89, K1F phage, bacterial capsule biogenesis inhibitors (AID 488966) | inhibition, % at 100 µM, or IC50 in µM where a hit was titrated | E. coli UTI89 K1F phage lysis, alamar blue, 2 h; higher % means a stronger effect | 340,000 tested, 0.02% active;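 active means phage lysis inhibition, versus mean bacterial control, above a set limit; inconclusive means no clear call, values can overlap the other calls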;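 further: capsule biogenesis inhibitors block K1F phage lysis so surviving cells raise fluorescence; higher fluorescence means more inhibition of phage lysis; actives were called in the ten point dose series up to 300 µM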
T cell modulator: modulates CD8 T cell binding to vesicles. 330,000 tested, 0.068% active. 2C CD8+ T cell-vesicle binding, flow cytometry; active compounds read low. calls only at 7 µM;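 active means response, share of CD8 T cells binding vesicles, and their 90th percentile fluorescence all below set limits, cut at about 80% in these data, passing the limit was not always enough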
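Assay system – 2C mouse CD8+ T cells · Also added – QL9-loaded Drosophila micro-vesicles · Timing – Cell–vesicle co-incubation 1.5 h at 37 °C, staining 20 min on ice · Signal – flow cytometry of vesicle-bound cells · Measure – percent CD8+ FL2 mean versus row control · Controls – Peptide-free naked vesicles (low) and QL9 vesicles with 0.7% DMSO vehicle (high)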
West Nile antiviral: inhibition of WNV-induced cytopathic effect – cell-based, CPE readout (AID 1621) | West Nile virus-infected cells, CPE inhibition; higher % means a stronger effect | CPE inhibition, % at 10 µM; hits with a dose series show IC50 in µM | 290,000 tested, 0.02% active; in the data active means a potency from the dose series; inconclusive means CPE inhibition mostly from about 3.7% at the one dose, without a potency; inactive means the rest, 99 in 100 with CPE inhibition below about 2.2%; further: strong numbers were not always called active
Large T inhibition: TAg ATPase/helicase activity blockers – biochemical (AID 1903) | inhibition, % at 20 µM, or IC50 in µM where a hit was titrated | SV40 large T antigen ATPase/helicase inhibition assay; higher % means a stronger effect | 310,000 tested, 0.39% active; in the data active means a potency from the dose series; inconclusive means inhibition mostly from about 32% at the one dose, without a potency; inactive means the rest, 99 in 100 with inhibition below about 32%; further: strong numbers were not always called active
T cell modulator vesicle-bound %: recorded beside T cell modulator, whose call it bears; double positive events, %; measured here: CD8+ vesicle-bound cell fraction;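 binding gate set so that unloaded-vesicle control wells show 10% double positive cells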
NTR1 ag cell count 20 µM: recorded beside NTR1 ag, whose call it bears; cell count; measured here: cell count, cytotoxicity flag
NS5 inhibitors pilot replicate: recorded beside NS5 inhibitors, whose call it bears; inhibition, %; measured here: pilot screen replicate inhibition
Starred values were filed as active, the others as inactive; i = inactive; ? = inconclusive; . = no result given; [ ] = another dose, or the depositor's remark.

SMILES	RSV CPE inhibition	Rac1 GTP hydrolysis	PhoP inhibition	NS5 inhibitors	NTR1 ag	NTR1 ag cell count 20 µM	K1F lysis inhibition	T cell modulator	T cell modulator vesicle-bound %	West Nile antiviral	Large T inhibition	others
CC(C)CN(C(=O)COC(=O)CNC(=O)c1ccccc1)c1c(N)n(Cc2ccccc2)c(=O)[nH]c1=O	0.0%	-1%	1%	2%	-0.4	65	0.7%[50 µM]	i	40	.	15%
O=C(C[n+]1ccccc1)N/N=C/c1ccc(Cl)cc1	1.3%	5%	.	-5%	0.2	50	0.9%[50 µM]	i	43	.	.
O=C(N/N=C/c1sc(N2CCOCC2)nc1-c1ccccc1)c1ccc(O)cc1	6.6%	14%	-4%	0%	-0.4	71	0.0%	i	58	1.1%	16%
Brc1ccccc1OCCCN1CCCCCC1	-2.0%	1%	8%	21%	-2.5	81	0.1%	i	50	0.6%	14%
O=C(CNC(=O)/C(=C\c1ccccc1)NC(=O)c1ccc(Br)cc1)OCc1ccccc1	1.9%	11%	1%	-4%	16	29	1.2%	i	36	0.0%	9%
COC(c1ccccc1)c1nnc(CCC(=O)NCCc2ccc(Cl)cc2)o1 (centres undefined)	3.5%	10%	-7%	2%	-0.5	63	1.3%	i	59	0.4%	5%	NS5 inhibitors pilot replicate=-2.4
CC(=O)c1ccc(NC(=O)c2ccc(N3C(=O)c4cccnc4C3=O)cc2)cc1	1.9%	9%	1%	5%	-1.5	51	0.6%[50 µM]	i	10	0.2%	9%
Nc1ncccc1C(=O)OCC(=O)N1CCN(S(=O)(=O)c2ccc(Cl)cc2)CC1	-0.1%	5%	.	-1%	-1.4	82	0.1%[50 µM]	i	40	.	.
CN(C)CCCNc1c2c(nc3ccccc13)CCC2	1.7%	25%	0%	-5%	-1.5	87	1.2%	i	50	1.3%	12%
Cc1cccc(NCC(=O)NNC(=S)Nc2ccccc2)c1	3.0%	4%	2%	1%	-0.2	61	0.0%	i	42	-0.1%	14%
CCCSCCCNC(=O)Cn1cc2c(n1)CCCCC2	1.0%	1%	6%	-1%	0.4	60	3.2%	i	67	-0.1%	1%
COc1ccc(C(=O)Nc2cccc3cccnc23)cc1OC	3.9%	7%	-3%	-3%	1.8	56	4.8%	i	47	0.0%	6%
Cc1cnn(Cc2ccccc2)c1N	0.5%	-3%	8%	-4%	2.4	105	0.0%	i	38	0.7%	5%
Cc1cc(C(=O)OCC(=O)Nc2cc(S(=O)(=O)N(C)C)ccc2Cl)c2ccccc2n1	0.8%	-4%	-3%	0%	2.0	66	0.4%	i	37	0.0%	7%
CCCCN(C(=O)C1CC(=O)N(c2ccc3c(c2)OCCO3)C1)c1c(N)n(CCCC)c(=O)[nH]c1=O (centres undefined)	-1.1%	4%	-7%	0%	1.6	78	-1.6%	i	36	.	9%
COc1ccc(CCNC(=O)CN(C)S(=O)(=O)c2cccs2)cc1OC	1.1%	6%	5%	-10%	-0.7	59	0.6%	i	58	-0.2%	16%
CCOc1ccc(OCCC(=O)OCC(=O)Nc2ccc(C)c(S(=O)(=O)N3CCCCC3)c2)cc1	-1.8%	5%	0%	1%	1.8	46	0.5%[50 µM]	i	7	.	7%
O=c1[nH]c2ccccc2c(O)c1SCCO	3.1%	-2%	2%	1%	1.7	92	0.0%	i	56	0.1%	0%
Cc1ccc(-c2nc3cccnc3o2)cc1NC(=O)COc1ccc(Cl)cc1C	2.4%	7%	1%	-2%	5.8	94	0.2%	i	50	0.1%	.
NS(=O)(=O)c1ccc(NC(=O)c2ccc3c(c2)OCO3)cc1	1.5%	13%	-4%	-8%	-2.0	101	0.1%	i	58	-0.3%	10%
COC(=O)c1ccc(-c2ccc(/C=N/N3C(=O)C4C5C=CC(C6CC56)C4C3=O)o2)cc1 (centres undefined)	4.1%	6%	-2%	-4%	9.4	38	2.6%[50 µM]	i	26	0.4%	95%
Cc1ccccc1Cn1nnc(-c2cccc(C(=O)O)c2)n1	0.1%	5%	-3%	-2%	-0.6	71	1.3%	i	36	0.6%	-4%
CO/N=C(\c1nonc1N)N1CCN(c2ccc(Cl)cc2[N+](=O)[O-])CC1	?	7%	5%	-1%	58*	76*	0.5%	i	42	.	16%
C=CCNC(=O)C1CCN(c2ccc(S(=O)(=O)N3CCOCC3)cc2[N+](=O)[O-])CC1	1.8%	0%	1%	-6%	-0.3	40	1.2%	i	46	-0.6%	2%
O=C(CCl)Nc1cccn2ncnc12	-0.6%	7%	-5%	11%	0.7	38	-0.7%	i	26	0.0%	-2%
Cn1c(C(=O)NC2CCCCCC2)cc2c(=O)n(C)c3ccccc3c21	3.1%	7%	4%	-3%	14	56	-0.2%	i	24	0.6%	-3%
CC(C)[C@H](NS(=O)(=O)c1cccc(Cl)c1)C(=O)OCC(=O)NC(=O)CN1CCCC1=O	2.2%	3%	.	-8%	-2.6	93	0.6%[50 µM]	i	49	.	.
CC(C)CNC(CC(=O)Nc1cccc([N+](=O)[O-])c1)C(=O)O (centres undefined)	2.7%	2%	-3%	-4%	1.0	45	4.5%	i	35	0.3%	16%
NC(=O)c1ccc(NC(=O)c2cnc3ccccc3n2)cc1	.	6%	0%	5%	-0.5	44	0.8%	i	24	0.0%	9%
O=C(Cn1c(=O)cnc2ccccc21)NCC(=O)Nc1ccc(F)c(F)c1	3.2%	-1%	9%	1%	1.7	52	0.7%[50 µM]	i	11	.	24%
CCN(C(=O)COC(=O)C12CC3CC(CC(NC(C)=O)(C3)C1)C2)C1CCCCC1	.	-1%	.	4%	-0.4	68	0.6%[50 µM]	.	.	.	.
Cc1ccc(S(=O)(=O)n2[nH]c(=O)cc2NC(=O)c2cccs2)cc1	0.4%	.	-3%	.	-5.7	64	.	i	13	-0.5%	7%
O=C(COc1ccccc1Cl)c1ccc[nH]1	13%	13%	-2%	2%	2.8	72	-0.1%	i	43	0.2%	22%
O=C(NC1CCCCC1)c1ccccc1NC(=S)NC(=O)C1CCC1	1.0%	1%	-9%	-1%	-0.3	44	3.6%	i	40	-0.8%	12%
Cc1csc(NS(=O)(=O)c2cccc([N+](=O)[O-])c2)n1	-1.3%	0%	5%	-3%	0.7	56	-2.0%	i	50	0.7%	-2%
CC(C)(C)c1ccc(-c2nc(C#N)c(N3CCC(C(N)=O)CC3)o2)cc1	17%	10%	-3%	-8%	5.5	133	-0.8%[50 µM]	i	27	-1.1%	5%
CCN1C(=O)C2(C(C(=O)c3ccc(C)o3)=C(O)C(=O)N2CCCN2CCOCC2)c2ccccc21 (centres undefined)	1.9%	6%	5%	3%	1.0	57	4.1%	i	63	0.2%	6%
COc1ccc(CN2CCC(C(=O)c3ccc(F)cc3)CC2)cc1	1.1%	7%	9%	1%	1.8	62	0.1%	i	20	-1.4%	3%	NS5 inhibitors pilot replicate=0.6
C/C(=N\Nc1nc(N)cc(Cl)n1)c1ccc(Cl)c(Cl)c1	3.9%	5%	2%	2%	2.1	37	-0.1%	i	20	-0.6%	15%
CCCCn1c(N)c(NCCC(C)C)c(=O)[nH]c1=O	-0.9%	10%	11%	5%	.	.	1.5%[50 µM]	i	23	-0.1%	16%
COC(=O)/C=C/c1ccc(-n2cncn2)cc1	2.0%	8%	12%	-5%	1.0	98	0.0%	i	62	0.6%	13%
CCCC(=O)NC(c1ccco1)c1cc(Cl)c2cccnc2c1O (centres undefined)	-3.8%	9%	14%	14%	-0.9	39	-0.1%	i	28	?	5%
Nc1c(N(CCC2=CCCCC2)C(=O)Cc2ccccc2F)c(=O)[nH]c(=O)n1Cc1ccccc1	-0.7%	3%	.	-4%	1.0	53	0.0%[50 µM]	i	32	.	.
CC(C)C[C@H](NC(=O)OC(C)(C)C)C(=O)N[C@@H](CO)[C@H](O)[C@@H]1C[C@@H]1C(=O)N1CCCC1	1.0%	4%	.	-1%	0.2	94	1.5%	i	39	-0.6%	5%
CC(=O)N1CCc2cc(S(=O)(=O)NCCC(=O)NC3CCCCCC3)ccc21	6.2%	-2%	-6%	-19%	0.7	58	0.7%	i	40	-0.5%	8%
COc1ccc(C)cc1NC(=O)CSc1nc(=O)n(CCCN2CCOCC2)c2c1CCCC2	-1.0%	2%	6%	-4%	-0.7	50	1.1%[50 µM]	i	60	.	17%
Cc1ccc(C)c(Sc2ccc(NC(=O)CCl)cc2)c1	1.6%	.	13%	.	3.4	82	.	i	37	-0.8%	6%
CCCCc1nc2n[nH]c(N)c2c2c1CCC2	-2.0%	4%	3%	-2%	-0.1	67	0.1%	i	49	0.1%	27%
O=C(c1cc(-c2ccc(F)cc2)on1)N1CCCC1	1.6%	3%	-2%	2%	-1.8	61	-0.3%	i	55	.	18%
Cc1ccc(NC(=O)NC(=O)N(C(C)C)S(=O)(=O)c2ccc(C)cc2)cc1	-0.1%	9%	0%	-3%	0.6	73	-0.1%	i	38	-0.2%	13%
Next section:
SMILES	RSV CPE inhibition	Rac1 GTP hydrolysis	PhoP inhibition	NS5 inhibitors	NTR1 ag	NTR1 ag cell count 20 µM	K1F lysis inhibition	T cell modulator	T cell modulator vesicle-bound %	West Nile antiviral	Large T inhibition	others
Cc1ccccc1NC(=O)C(=O)NC(C)CCc1ccccc1 (centres undefined)	0.9%	6%	-8%	-3%	-1.1	62	6.4%	i	49	0.2%	16%
COc1ccc(Nc2cc(C)nc(N3CCN(C(=O)c4ccc5c(c4)OCO5)CC3)n2)cc1	-0.9%	6%	2%	-2%	3.3	63	0.8%[50 µM]	i	37	.	0%
CC(Cc1cccs1)NC(=S)Nc1ccc(Cl)c(Cl)c1 (centres undefined)	3.5%	15%	9%	3%	1.6	77	0.0%	i	40	-0.9%	2%
O=C1COc2ccc(C(=O)C[n+]3cccc(O)c3)cc2N1	1.4%	-24%	-2%	-20%	-0.2	50	0.1%	i	33	0.5%	25%
CCC(CC)C(=O)c1c[nH]c(C(=O)NCc2ccccn2)c1	1.9%	1%	5%	-12%	-0.6	53	-0.3%	i	29	-0.7%	6%
O=C(NCCCN1CCCC1)c1ccc(Cn2c(=S)[nH]c3ccc(Br)cc3c2=O)cc1	0.3%	.	3%	.	0.5	61	.	i	28	-0.2%	22%
